Hsp90 Hop PPI: qHTS Assay for Disrupters of an Hsp90 Co-Chaperone Interaction. AlphaScreen TPR2A-His6 binding biotin-Hsp90 C-terminal peptide. Potency, µM (doses to about 57 µM), without a hit: at the highest dose activity change, negative = inhibition. 0.44% of 71,000 active. AID 595, 2007; active = well fitted curve in either direction with a large enough effect; inconclusive = small, poorly fitted or top-dose-only effect, or another doubt; also: potency is read from the fitted curve at half-maximal effect; % is scaled to controls: 0 for no effect and ±100 for the full control effect; many of its hits are not listed in these tables
A350 fluor: qHTS Assay for Spectroscopic Profiling in A350 Spectral Region | Compound autofluorescence, 340/450 nm, Alexa 350 dye-equivalents; stronger effect = higher value | max dye-equivalent concentration, M | 11% of 59,000 active | AID 590, 2007; in the data active = max dye-equivalent concentration above about 10 nM; inconclusive = mostly about 1.1 nM to 9.6 nM
4MU fluor: qHTS Assay for Spectroscopic Profiling in 4-MU Spectral Region | max dye-equivalent concentration, M | 11% of 59,000 active | compound autofluorescence, 340/450 nm, 4-MU equivalents; stronger effect = higher value | AID 589, 2007; in the data active = max dye-equivalent concentration above about 10 nM; inconclusive = mostly about 1.1 nM to 9.6 nM
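Compounds in 100 mM Tris, pH 8.0, incubated 15 min at room temperature, then fluorescence read at 340 nm excitation/450 nm emission. Signal converted to 4-MU dye-equivalent concentration using an on-plate six-point 4-MU standard curve.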
FLuc inh: qHTS Assay for Inhibitors of Firefly Luciferase; Luciferin 4-monooxygenase (Photinus pyralis), P08659; purified firefly luciferase, luminescence, 8 min; Potency, µM (series often up to 57.1 µM), for the others: top-dose activity change, negative = inhibition, hits mostly inhibitors; 2.2% of 72,000 active; also: potency is read from the fitted curve at half-maximal effect; % is scaled to controls: 0 for no effect and ±100 for the full control effect; nearly all actives have a fitted effect of over 40% in size
Target sequence (P08659 whole entry, looked up): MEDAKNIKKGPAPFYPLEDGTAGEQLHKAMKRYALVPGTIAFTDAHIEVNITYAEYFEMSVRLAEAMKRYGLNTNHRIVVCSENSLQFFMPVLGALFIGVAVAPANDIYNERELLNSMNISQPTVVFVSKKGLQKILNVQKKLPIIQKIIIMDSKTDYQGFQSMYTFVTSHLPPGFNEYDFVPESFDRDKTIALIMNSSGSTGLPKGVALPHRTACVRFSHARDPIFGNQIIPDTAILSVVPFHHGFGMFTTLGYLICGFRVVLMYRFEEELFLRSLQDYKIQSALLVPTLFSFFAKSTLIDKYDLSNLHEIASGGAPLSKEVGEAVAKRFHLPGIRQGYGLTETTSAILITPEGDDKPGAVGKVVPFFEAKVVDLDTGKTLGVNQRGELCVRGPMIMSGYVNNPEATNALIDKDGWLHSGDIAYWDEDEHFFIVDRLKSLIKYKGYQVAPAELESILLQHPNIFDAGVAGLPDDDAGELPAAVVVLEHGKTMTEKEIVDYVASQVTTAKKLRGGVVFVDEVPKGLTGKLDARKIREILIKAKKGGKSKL
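Titration-based qHTS; buffer 50 mM imidazole pH 7.2, 50 mM KCl, 7 mM MgCl2, 10 uM ATP, 0.01% Tween 20, 0.05% BSA; luciferase/luciferin detector mix added after compound; 8 min, ambient; luminescence.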
Texas Red fluor: qHTS Assay for Spectroscopic Profiling in Texas Red Spectral Region; Compound fluorescence, Texas Red channel, 547/618 nm; stronger effect = higher value; max dye-equivalent concentration, M; 0.06% of 59,000 active; AID 587, 2007; in the data active = max dye-equivalent concentration above about 10 nM; inconclusive = between about 1.1 nM and that limit
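Dye-equivalent concentrations come from scaling compound signal (ex 547, em 618 nm) to six Texas Red standard concentrations run on every plate, after 15 min room-temperature incubation in pH 8.0 Tris (100 mM).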
Epigenetic mod: qHTS Assay for Epigenetic Modulators | 0.09% of 68,000 active | Potency, µM (highest dose often 46.1 µM), for the others: at the highest dose GFP derepression (activation) | mouse C127i GFP locus derepression, cytometry, 30 h; also: % of control where 0% means no effect
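Derepression screen: silenced CMV-GFP reporter in murine C127i cells, 30 h compound incubation at 37 C, washed cells imaged by laser-scanning cytometer to enumerate GFP-expressing objects of 20 to 120 um.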
Fluorescein fluor: qHTS Assay for Spectroscopic Profiling in Fluorescein Spectral Region; max fluorescein-equivalent concentration, M; Compound autofluorescence, 480/540 nm, fluorescein-equivalent; stronger effect = higher value; 0.91% of 59,000 active; AID 593, 2007; in the data active = max fluorescein-equivalent concentration above about 10 nM; inconclusive = between about 1.1 nM and that limit
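Compounds were pin-transferred into 100 mM Tris buffer, pH 8.0, and incubated 15 min at room temperature. Fluorescence was read at 480 nm excitation/540 nm emission. Signals were normalized to an on-plate six-point fluorescein standard curve as dye-equivalent concentration.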
CRE Fsk mod: Cell signaling CRE-BLA (Fsk stim); 2.5% of 71,000 active; CHO CRE-bla reporter (cAMP response element driving beta-lactamase), forskolin EC10, beta-lactamase ratio; Potency, µM (top dose mostly 38.2 µM), for inactives: at the highest dose activity change, negative = inhibition, most hits filed as activators; active = well fitted activation curve with a large enough effect in the signal ratio, with a control signal flat, not every such curve was filed as active; inconclusive = small, poorly fitted or top-dose-only effect, or effect the other way, or a change in a side signal; the % refers to the signal ratio; also: potency is read from the fitted curve at half-maximal effect; % of control where 0% means no effect
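Using CellSensor CRE-bla CHO cells in Opti-MEM with 0.5% dialyzed FBS, compounds were titrated with EC10 NKH 477 for 3 h at 37 °C. CCF4 ratio (460/530 nm) gave %Activity; AC50 derived.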
HBB splicing: qHTS Assay for Modulators of Hemoglobin Beta Chain Splicing; 0.06% of 65,000 active; Potency, µM (titrated, usually from 46.1 µM), without a hit: at the highest dose activation, hits mostly activators; HBB splicing reporter cell assay, activation; EGFP reporter with mutant IVS2-654 intron; response scale: normalised to 500 nM splice-correcting PNA; also: potency is read from the fitted curve at half-maximal effect; 0% is about no effect
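HeLa cells stably expressing EGFP interrupted by mutant beta-globin intron 2 (IVS2-654), 500/well in 2% FCS. Treated with compound for 2 days at 37C. Splicing correction scored as total well GFP intensity (488 nm excitation, 500-520 nm emission); 500 nM antisense PNA served as control.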
ERK AVP block: qHTS Assay for Inhibitors of the ERK Signaling Pathway using a Homogeneous Screening Assay. HEK293-V1b, vasopressin-stimulated pERK AlphaScreen. Potency, µM (titrated, usually from 57.5 µM), for inactives: top-dose activity, negative = inhibition, most hits filed as inhibitors. 0.99% of 72,000 active. AID 995, 2007; also: potency is read from the fitted curve at half-maximal effect; % is scaled to controls: 0 for no effect and ±100 for the full control effect; nearly all actives have a fitted effect of over 55% in size
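Phosphorylated ERK1/2 detected via AlphaScreen bead proximity in lysates of V1b-expressing HEK293 cells given 25 nM vasopressin for 5 min after 30 min compound exposure (37 °C). AC50 from Hill equation; basal DMSO 0%, vasopressin 100%.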
Ub-GFP proteasome: Ubiquitin-GFP Assay; 67,000 tested, under 10 active; AID 526, 2006; Ubiquitin-GFP reporter cells, proteasome inhibition, GFP fluorescence; response scale: untreated = 0%, 10 µM MG-132 = 100%; Potency, µM (doses to about 45.9 µM), without a hit: at the top dose activation (GFP accumulation), most hits filed as activators; active = well fitted activation curve with a large enough effect, not every such curve was filed as active; inconclusive = small, poorly fitted or top-dose-only effect, or another doubt; inactive = no such curve, though single readings can be large or run the other way; also: potency is read from the fitted curve at half-maximal effect
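Reporter cells (U2OS, ubiquitin-G76V-GFP fusion) are plated overnight, then treated 4 hr at 37 °C with compound titrations from 46 uM down to 2.9 nM. Activity is scaled against untreated cells and 10 uM MG-132.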
Numbers without * were called inactive; i = inactive; ? = inconclusive; . = no result given; [ ] = remark or other dose. Unless noted, calls follow the shape of the dose curve; as a rule, active = well fitted curve in the direction sought with a large enough effect; inconclusive = small, poorly fitted or top-dose-only effect, or another doubt; inactive = no such curve, though single readings can be large; an effect the other way counts as inactive or inconclusive. An excerpt; the hit share may differ from the screen's.

compound	Hsp90 Hop PPI	A350 fluor	4MU fluor	FLuc inh	Texas Red fluor	Epigenetic mod	Fluorescein fluor	CRE Fsk mod	HBB splicing	ERK AVP block	Ub-GFP proteasome
CCOC(=O)C(C)Oc1ccc2c(C)cc(=O)oc2c1C(C)=O (stereo unspecified)	.	i	i	1.0%[25.5 µM]	i	2.9%[20.6 µM]	i	.	.	.	.
COCCn1c(SCCCc2ccccc2)nc2c1c(=O)[nH]c(=O)n2C	0.2%	i	i	1.0%	i	13.1%	?	?	-0.2%[57.5 µM]	23.4%	-2.9%
CCc1nnc(NC(=O)c2ccc(S(=O)(=O)NC3CCCCC3)cc2)s1	-0.2%	i	i	0.5%	i	-1.7%	?	-0.2%	.	25.5%	10.7%
CC(C)n1c(SCC(=O)Nc2ccc3c(c2)OCO3)nc2c1c(=O)n(C)c(=O)n2C	0.4%	i	i	-3.0%	i	8.7%	?	?	.	-3.7%	1.2%
CCc1cc2c(cc(C(=O)O)n2C)s1	-10.2%	i	i	4.7%	i	0.0%	i	?	-4.0%	?	1.7%
CCOC(=O)CSc1nnc(-c2ccc(OC)cc2OC)o1	0.5%	i	i	-25.7%	?	-1.3%	i	-5.1%	-0.1%	-3.0%	0.9%
CCCc1ncc(C(=O)c2ccc(OC)cc2)n1C	0.6%	i	i	-9.1%	?	5.9%	?	56.6%	-0.6%	-19.5%	11.1%
COc1ccc(C(=O)NCC(=O)n2nc(C)cc2C)cc1OC	.	?	?	3.1%[25.5 µM]	i	2.6%[20.6 µM]	?	.	.	.	.
CCCc1nc(SCC(=O)c2ccc(OC)cc2)c2c(=O)n(C)c(=O)n(C)c2n1	-2.1%	.	.	1.4%	.	.	.	18.7%	-0.4%	.	4.4%
COc1ccc(Cc2nn3c(-c4cc(OC)c(OC)c(OC)c4)nnc3s2)cc1	-11.3%	i	i	-1.2%	?	-3.8%	i	5.01µM*	-0.4%[57.5 µM]	-26.6%	4.3%
CC(=O)NCc1ccc(C(=O)CSc2nnc(-c3ccncc3)n2Cc2ccccc2)o1	-13.3%	i	i	-4.0%	?	0.0%	?	2.1%	0.3%	23.1%	-2.9%
COc1ccc(C(=O)Cn2nnc(-c3ccccc3NC(=O)c3ccco3)n2)cc1	-0.3%	?	?	3.1%	i	9.0%	?	18.6%	.	1.5%	0.0%
COc1ccc(CC(=O)Nc2ccc3c(c2)OCO3)cc1S(=O)(=O)N1CCOCC1	0.3%	i	i	-0.7%	i	-1.0%	i	-9.4%	-1.5%	7.1%	14.6%
N#CCCN1CCN(Cc2cc(-c3ccccc3)ccc2O)CC1	-8.4%	i	i	0.6%	i	-1.0%	i	-5.8%	-0.9%	23.8%	-9.3%
CCOC(=O)c1c(C)c(C(=O)N2CCc3ccccc3C2)c(C)n1CC	-1.7%	i	i	1.8%	i	2.3%	i	16.6%	0.3%	?	2.3%
CC1CC(C)CN(c2oc(-c3ccccc3Cl)nc2C#N)C1 (stereo unspecified)	?	5.4e-08M*	5.71e-08M*	1.8%	?	0.2%	i	?	0.6%	-5.5%	-8.8%
O=C(CS(=O)(=O)c1ccccc1)N1CCCCCC1	-0.5%	i	i	-2.6%	i	-2.1%	i	-6.6%	0.8%	-0.1%	-7.9%
c1ccc(CSc2nnc3c4ccccc4c4ccccc4c3n2)cc1	-4.9%[11 µM]	i	i	1.9%[11.4 µM]	?	0.0%[9.22 µM]	i	2.7%[7.6 µM]	2.1%[9.22 µM]	-2.4%[11.5 µM]	-3.1%[9.17 µM]
Cc1ccc(N(CC(N)=O)C2SC(=O)NC2=O)cc1 (stereo unspecified)	1.2%	i	i	-0.3%	i	-1.0%	i	-8.7%	0.1%[57.5 µM]	-18.1%	-1.7%
CCCOc1cccc(C(=O)Nc2nnn(CCC)n2)c1	1.3%	i	i	-6.5%	i	-3.4%	i	-1.2%	.	-10.8%	1.6%
CC(=O)NC(CCS(C)(=O)=O)C(=O)Nc1cccc(C)c1 (stereo unspecified)	0.1%	.	.	-3.5%	.	.	.	-3.8%	0.5%	.	0.0%
COc1cc(C2=Nc3c(c(C)nn3-c3ccccc3)P(=O)(N3CCOCC3)O2)cc(OC)c1OC (stereo unspecified)	-4.0%	i	i	-8.4%	i	3.8%	i	4.8%	-0.1%[57.5 µM]	?	-5.6%
COc1ccc(-c2nc(N)n(C(C)=O)n2)cc1	-2.6%	i	i	-19.4%	i	-5.4%	i	3.3%	1.6%	-4.1%	-1.9%
Cc1ccc(N2C(=O)[C@@H]3Cc4ccccc4CN3C2=O)cc1	0.3%	i	i	-5.4%	i	0.0%	i	-13.1%	1.2%	9.6%	-6.2%
CCOC(=O)C(CC)n1nc(C)n2c(cc3sccc32)c1=O (stereo unspecified)	1.8%	.	.	-0.1%	.	-0.4%	.	8.0%	0.0%	14.6%	-3.5%
O=C(Cn1nnc(-c2ccc(Cl)cc2)n1)NCC1CCCCC1	0.2%	i	i	-0.2%	i	14.5%	?	-2.8%	-0.6%	15.1%	-0.9%
CCOC(=O)C1CCCN(Cc2c(F)cccc2Cl)C1 (stereo unspecified)	-1.7%	i	i	3.7%	i	5.5%	i	12.4%	0.1%	-7.0%	7.4%
COc1cccc(CN(Cc2ccco2)C(c2ccc(F)cc2)c2nnnn2C(C)(C)C)c1 (stereo unspecified)	11.8%	i	i	-2.6%	?	-3.4%	i	-4.6%	.	-0.7%	2.2%
CCOC(=O)C(NCCCO)c1ccccc1 (stereo unspecified)	-1.8%	i	i	0.2%	?	9.1%	i	-2.4%	-0.3%[57.5 µM]	2.8%	-3.0%
CCOC(=O)c1c2n(c3c(NCc4ccccc4)ncnc13)CCCC2	-26.4%	.	.	-0.3%	.	3.1%	.	12.6µM*	1.1%	-15.8%	0.0%
CN(C)c1ncnc2c1ncn2CCn1cnc2c(N(C)C)ncnc21	-2.1%[11 µM]	i	i	2.5%[11.4 µM]	i	0.0%[9.22 µM]	?	8.1%[7.6 µM]	3.8%[9.22 µM]	?	-4.0%[9.17 µM]
CC(C)Sc1oc(-c2ccco2)nc1S(=O)(=O)c1ccc(F)cc1	-1.4%	i	i	1.2%	i	-1.2%	?	2.5%	-3.6%	11.4%	?
O=C(O)Cc1ccccc1C(=O)O	-5.3%	i	i	2.3%	i	-0.5%	?	-0.8%	2.7%[0.369 µM]	-26.1%	.
COc1ccc(Cl)cc1S(=O)(=O)N1CCN(C(=O)COc2ccccc2)CC1	-3.2%	i	i	-0.9%	i	2.1%	i	-3.4%	-4.5%	10.3%	2.9%
CCC(Sc1ncccc1C(=O)O)C(=O)N1CCOCC1 (stereo unspecified)	-1.6%	i	i	0.7%	i	0.0%	i	13.1%	-2.0%[57.5 µM]	2.7%	-0.9%
COc1nnc(-c2ccc(C(=O)N3C[C@@H]4C[C@H](C3)c3cccc(=O)n3C4)cc2)c2ccccc12	3.1%	?	?	3.4%	i	0.0%	?	22.1%	8.6%[1.84 µM]	5.5%	-3.3%
CCOC(=O)C1CCCN(c2ccc(NC(=O)c3snc4c(=O)[nH]cnc34)cc2)C1 (stereo unspecified)	-20.3%	i	i	-9.5%	i	-3.4%	i	3.2%	.	?	9.9%
CCCCSc1nnc([C@H](CC(C)C)NC(=O)OC(C)(C)C)o1	3.9%	i	i	5.1%	?	3.7%	i	?	-0.9%[57.5 µM]	-10.7%	-1.7%
CCCn1c(SCC(=O)Nc2ccccc2CC)nnc1C(C)C	-1.3%	i	i	3.9%	?	-3.2%	i	-1.5%	.	3.8%	-2.5%
N#CCCN1CCN(S(=O)(=O)c2ccc(S(=O)(=O)NC3CC3)cc2)CC1	-3.7%	.	.	2.7%	.	7.7%	.	3.0%	-1.5%	-2.4%	4.3%

Bioassay records (PubChem BioAssay)
